Screening data: PubChem BioAssay, National Center for Advancing Translational Sciences (NCATS)
NIH3T3 tox: cytotoxic compounds in NIH 3T3 cells; NIH 3T3 viability, CellTiter-Glo ATP luminescence, 48-72 h; Potency, µM (series often up to 96.7 µM), without a hit: at the top dose activity change, negative = cytotoxicity, usual class: inhibitors; actives 4.3% (n = 94,000); AID 1345082; further: potency means the concentration at half of the fitted maximal effect; nearly all actives have a fitted effect of over 55% in size
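ATP-dependent luminescence (CellTiter-Glo) served as the viability signal for NIH 3T3 cells treated with compound for 48 or 72 hr at 37 °C.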
HEK293 tox: cytotoxic compounds in HEK 293 cells. HEK 293 viability, ATP luminescence (CellTiter-Glo), 48-72 h. Potency, µM (highest dose often 115 µM), for the others: at the highest dose activity change, negative = cytotoxicity, most hits filed as inhibitors. AID 1345083. actives 6.6% (n = 94,000); further: potency means the concentration at half of the fitted maximal effect; nearly all actives have a fitted effect of over 60% in size
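Luminescence from cellular ATP, measured with CellTiter-Glo, indicates HEK 293 viability. Cells plated at 250 cells/well are treated with compound for 48 or 72 hr at 37 degree Celsius before reagent addition.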
IP6K1 inh: blocks human inositol hexakisphosphate kinase 1; actives 0.81% (n = 140,000); Q92551; IP6K1 kinase, ADP-Glo luminescence, 2 h; stronger effect = lower value; AID 1645851; activity change, % (series mostly up to about 58 µM); in the data active means activity change below about -25%
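ADP-Glo luminescence measures ADP made by human IP6K1 during a 2 h RT reaction with ATP/IP6 (mix at 1.3 mM/130 uM); top library doses 57.5 and 19.1 uM final.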
GPT2 inh: blocks human glutamate pyruvate transaminase 2. Potency, µM (titrated, usually from 57.7 µM), for the others: at the top dose activity change, negative = inhibition, hits mostly inhibitors. Q8TD30. actives 0.25% (n = 100,000). Recombinant GPT2, coupled pyruvate oxidase/HRP Amplex Red fluorescence; further: potency means the concentration at half of the fitted maximal effect; nearly all actives have a fitted effect of over 60% in size; many of its hits are not listed in these tables
Target sequence (Q8TD30 whole entry, looked up): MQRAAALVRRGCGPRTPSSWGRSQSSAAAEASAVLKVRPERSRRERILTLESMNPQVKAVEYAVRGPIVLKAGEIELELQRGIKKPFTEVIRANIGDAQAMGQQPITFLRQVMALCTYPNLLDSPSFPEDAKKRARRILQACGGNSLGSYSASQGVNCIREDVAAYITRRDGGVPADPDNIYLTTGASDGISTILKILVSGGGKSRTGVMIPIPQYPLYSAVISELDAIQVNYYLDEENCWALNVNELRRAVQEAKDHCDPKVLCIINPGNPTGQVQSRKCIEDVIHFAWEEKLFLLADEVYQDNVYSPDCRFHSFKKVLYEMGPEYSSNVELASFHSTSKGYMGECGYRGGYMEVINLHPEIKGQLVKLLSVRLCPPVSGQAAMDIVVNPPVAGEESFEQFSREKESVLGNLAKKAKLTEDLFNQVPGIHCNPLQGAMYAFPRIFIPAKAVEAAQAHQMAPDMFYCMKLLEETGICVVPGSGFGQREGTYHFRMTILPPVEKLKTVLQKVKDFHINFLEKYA
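Fluorescence read-out: pyruvate from GPT2 turnover coupled to pyruvate oxidase, HRP and Amplex Red (0.2mM ThPP, 0.2U/mL PO and HRP, 50uM Amplex final). Substrates 250uM a-KG, 2mM L-alanine; enzyme 10ng/uL; 30 min RT.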
Luciferase inh: inhibitors of firefly (Photinus pyralis) luciferase. P08659. purified P. pyralis luciferase, luminescence, biochemical. Potency, µM (highest dose often 115 µM), inactives show at the highest dose activity change, negative = inhibition, usual class: inhibitors. actives 2.5% (n = 76,000). AID 1347043; further: potency means the concentration at half of the fitted maximal effect; nearly all actives have a fitted effect of over 65% in size
Target sequence (P08659 whole entry, looked up): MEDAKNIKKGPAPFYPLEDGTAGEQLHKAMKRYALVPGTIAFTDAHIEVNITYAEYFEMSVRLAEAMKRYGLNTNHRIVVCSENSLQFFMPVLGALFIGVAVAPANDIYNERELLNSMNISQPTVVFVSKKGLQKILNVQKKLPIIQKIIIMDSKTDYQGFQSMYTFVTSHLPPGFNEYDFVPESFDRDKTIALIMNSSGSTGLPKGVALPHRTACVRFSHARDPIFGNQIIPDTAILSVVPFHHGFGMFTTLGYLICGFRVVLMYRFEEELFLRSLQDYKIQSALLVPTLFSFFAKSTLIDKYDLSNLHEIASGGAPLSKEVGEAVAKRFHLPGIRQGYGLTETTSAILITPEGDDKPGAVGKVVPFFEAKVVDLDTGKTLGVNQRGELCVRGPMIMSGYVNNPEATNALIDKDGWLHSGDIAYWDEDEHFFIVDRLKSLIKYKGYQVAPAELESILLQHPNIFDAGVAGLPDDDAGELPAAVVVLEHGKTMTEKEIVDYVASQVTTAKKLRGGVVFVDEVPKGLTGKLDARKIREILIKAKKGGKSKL
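Luminescence read by CCD imager after adding enzyme (10nM final) to wells holding compound, titrated in qHTS. Substrates 10uM each D-luciferin and ATP; buffer 50mM Tris acetate pH 7.5, 10mM Mg acetate, Tween-20, BSA.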
SNCA viab count: counter-screen for SNCA expression inhibitors: cell viability. actives 0.12% (n = 150,000). Potency, µM (titrated, usually from 57.1 µM), for inactives: top-dose activity change, negative = cytotoxicity, most hits filed as cytotoxic. AID 1671193. HEK-293-SNCA-luc viability, GF-AFC fluorescence, 24 h;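 further: potency means the concentration at half of the fitted maximal effect; 0% = DMSO-treated cells and -100% = medium-only wells without cells; nearly all actives have a fitted effect of over 30% in size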
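Cytotoxicity counterscreen: after 24 h compound treatment of genome-edited SNCA-luciferase HEK-293 cells, live-cell protease substrate GF-AFC read by fluorescence after 30 min; activity scaled between DMSO (0%) and medium-only (-100%), curves Hill-fitted.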
SNCA expr inh: inhibitors of alpha-synuclein (SNCA) gene expression | actives 0.17% (n = 140,000) | Potency, µM (titrated, usually from 57.2 µM), for inactives: at the top dose activity change, negative = inhibition, most hits filed as inhibitors | HEK-293 SNCA-luciferase knock-in, luminescence, 24 h | AID 1671194;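 further: potency means the concentration at half of the fitted maximal effect; plate controls were DMSO cells for no effect and cell-free wells for full effect; nearly all actives have a fitted effect of over 45% in size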
The depositor's hits bear a star; [ ] = dose if it differs, or a comment. Unless noted, the call rests on the fitted dose curve; in most records, active means well fitted curve in the direction sought with a large enough effect; inconclusive means small, poorly fitted or top-dose-only effect, or another doubt; inactive means no such curve, though single readings can be large; an effect the other way counts as inactive or inconclusive. Unless noted, on the % scale 0 is the no-effect control and ±100 the full control effect.

What do the screens show for `O=C(CCCc1c[nH]c2ccccc12)N1CCc2nc3cc[nH]n3c(=O)c2C1`?
NIH3T3 tox: -21.0%; HEK293 tox: 5.6%; IP6K1 inh: 25.8; GPT2 inh: 5.0%; Luciferase inh: 10.1%; SNCA viab count: 11.5%; SNCA expr inh: -22.0%

Results for CO[C@H]1[C@H](NC(=O)c2ccc(=O)n(C)n2)c2ccccc2C12CCNCC2 ?
NIH3T3 tox: inactive; HEK293 tox: 4.2%; IP6K1 inh: -2.5; GPT2 inh: -3.6%; Luciferase inh: 7.1%; SNCA viab count: 3.3%; SNCA expr inh: 2.3%

How did CCn1cc(S(=O)(=O)N(C)C2CCc3nn(C)c(=O)n3CC2)cn1 (configuration not stated) do in these assays?
NIH3T3 tox: inactive; HEK293 tox: inactive; IP6K1 inh: -4.3; GPT2 inh: inactive; Luciferase inh: -5.7%; SNCA viab count: 3.5%; SNCA expr inh: 4.2%

Results for Cc1cccc(-n2ncc3c2CCCC3NC(=O)CN2CCNC(=O)C2)c1C (configuration not stated) ?
NIH3T3 tox: -9.4%; HEK293 tox: -3.1%; IP6K1 inh: -3.5; GPT2 inh: 4.2%; Luciferase inh: -5.9%; SNCA viab count: -5.4%; SNCA expr inh: 4.8%

How did O=C(NC1CC1)c1ccc(CC2CCN(C(=O)C3CCOC3)CC2)cc1 (configuration not stated) do in these assays?
NIH3T3 tox: -2.2%; HEK293 tox: -11.7%; IP6K1 inh: -2.6; GPT2 inh: -6.6%; Luciferase inh: 0.7%; SNCA viab count: 0.2%; SNCA expr inh: -2.9%

How did CCOc1ccc(CNC(=O)C2=Cc3cccc(OC)c3OC2)cc1 do in these assays?
IP6K1 inh: 8.3; SNCA viab count: -3.8%; SNCA expr inh: inconclusive

How did CCNC(=O)[C@@H]1C[C@H](NC(=O)c2cccc(-c3ccc(F)cc3)c2)CN1C do in these assays?
NIH3T3 tox: -28.1%; HEK293 tox: inconclusive; IP6K1 inh: 11.3; GPT2 inh: inactive; Luciferase inh: 35.5µM*; SNCA viab count: 1.1%; SNCA expr inh: 119.2%[activator]

What do the screens show for `Cn1ncc(N2CCOC(CCNc3nc4ccccc4s3)C2)cc1=O` (configuration not stated)?
NIH3T3 tox: inconclusive; HEK293 tox: inconclusive; IP6K1 inh: 5.8; GPT2 inh: 0.1%; Luciferase inh: 15.0%; SNCA viab count: -0.4%; SNCA expr inh: 4.2%

How did CC1CCN(CC2CCCN(C(=O)COc3ccc(F)cc3)CC2)CC1 (configuration not stated) do in these assays?
NIH3T3 tox: -6.8%; HEK293 tox: -25.5%; IP6K1 inh: -14.0; GPT2 inh: 1.7%; Luciferase inh: 2.0%; SNCA viab count: 5.9%; SNCA expr inh: -13.0%

Results for COCCOCc1nc(C2CCCN2S(=O)(=O)Cc2ccccc2F)no1 (configuration not stated) ?
NIH3T3 tox: -16.3%; HEK293 tox: -10.8%; IP6K1 inh: -8.3; GPT2 inh: 2.5%; Luciferase inh: -1.7%; SNCA viab count: 8.2%; SNCA expr inh: 16.9%

How did OCC1(CCOc2ccccc2)CCN(c2nnnn2-c2ccccc2)CC1 do in these assays?
NIH3T3 tox: inconclusive; HEK293 tox: inconclusive; IP6K1 inh: 0.1; GPT2 inh: 2.4%[11.5 µM]; Luciferase inh: 8.3%; SNCA viab count: -3.3%; SNCA expr inh: 0.7%

Results for Cc1cc(C)nc(NS(=O)(=O)c2ccc(NC(=O)COc3ccc(C(C)(C)C)cc3)cc2)n1 ?
IP6K1 inh: -1.5; SNCA viab count: 5.3%; SNCA expr inh: 6.2%

The final three entries of the section before come first, to join the parts.
Results for COCCOCc1nc(C2CCCN2S(=O)(=O)Cc2ccccc2F)no1 (configuration not stated) ?
NIH3T3 tox: -16.3%; HEK293 tox: -10.8%; IP6K1 inh: -8.3; GPT2 inh: 2.5%; Luciferase inh: -1.7%; SNCA viab count: 8.2%; SNCA expr inh: 16.9%

How did OCC1(CCOc2ccccc2)CCN(c2nnnn2-c2ccccc2)CC1 do in these assays?
NIH3T3 tox: inconclusive; HEK293 tox: inconclusive; IP6K1 inh: 0.1; GPT2 inh: 2.4%[11.5 µM]; Luciferase inh: 8.3%; SNCA viab count: -3.3%; SNCA expr inh: 0.7%

Results for Cc1cc(C)nc(NS(=O)(=O)c2ccc(NC(=O)COc3ccc(C(C)(C)C)cc3)cc2)n1 ?
IP6K1 inh: -1.5; SNCA viab count: 5.3%; SNCA expr inh: 6.2%

Results for N#Cc1ccc(CN2CCCC(c3nccn3Cc3ccccc3)C2)cc1 (configuration not stated) ?
NIH3T3 tox: inconclusive; HEK293 tox: inconclusive; IP6K1 inh: -6.4; GPT2 inh: inactive; Luciferase inh: 9.9%; SNCA viab count: 1.8%; SNCA expr inh: 1.0%

Results for O=C(O)c1ccc(C2CCCN(C(=O)c3cccc(N4CCOCC4)c3)C2)cc1 (configuration not stated) ?
NIH3T3 tox: 1.3%; HEK293 tox: inconclusive; IP6K1 inh: 0.0; GPT2 inh: -8.7%; Luciferase inh: -2.7%; SNCA viab count: 3.8%; SNCA expr inh: -13.3%

Results for COC(=O)N1CCCC(C(=O)N2CCC(N3Cc4cccn4C3=O)CC2)C1 (configuration not stated) ?
NIH3T3 tox: -11.8%; HEK293 tox: 0.5%; IP6K1 inh: -7.6; GPT2 inh: inactive; SNCA viab count: 8.2%; SNCA expr inh: inconclusive

How did O=C1NCCCCCN(C(=O)c2ccoc2)[C@@H]2C[C@@H](C(=O)N3CCc4ccccc4C3)C[C@H]12 do in these assays?
NIH3T3 tox: -17.0%; HEK293 tox: inconclusive; IP6K1 inh: 0.0; GPT2 inh: 4.6%; Luciferase inh: -3.9%; SNCA viab count: -4.3%; SNCA expr inh: 19.6%

How did CNS(=O)(=O)c1cccc(C(=O)N2CCCC2c2ccco2)c1 (configuration not stated) do in these assays?
NIH3T3 tox: -21.1%; HEK293 tox: -1.7%; IP6K1 inh: -0.2; GPT2 inh: -17.2%; Luciferase inh: 0.9%; SNCA viab count: -11.6%; SNCA expr inh: -4.3%

How did Cn1cc(C(=O)N2CCCCCCn3c(nnc3-c3ccc(F)cc3)CC2)cn1 do in these assays?
NIH3T3 tox: -25.7%; HEK293 tox: -39.1%; IP6K1 inh: -1.3; GPT2 inh: inactive; Luciferase inh: -14.6%; SNCA viab count: 8.5%; SNCA expr inh: 8.3%

Results for CC[C@H]1COCCN1C(=O)c1csc(Cc2ccccc2)n1 ?
NIH3T3 tox: -22.5%; HEK293 tox: inactive; IP6K1 inh: 3.4; GPT2 inh: -10.1%[11.5 µM]; Luciferase inh: 2.3%; SNCA viab count: 2.2%; SNCA expr inh: -14.4%

What do the screens show for `CCOC(=O)C1CCN(c2ncnc3c2c(-c2ccccc2)cn3-c2cccc(C)c2)CC1`?
IP6K1 inh: 14.0; SNCA viab count: 4.0%; SNCA expr inh: inconclusive

How did CC(NCCc1ccc(O)cc1)C(O)c1ccc(O)cc1 (configuration not stated) do in these assays?
GPT2 inh: inactive; SNCA viab count: -5.9%; SNCA expr inh: -16.4%

What do the screens show for `CC(C)CCNC(=O)Cn1c(-c2cccs2)cc2cc(F)ccc21`?
IP6K1 inh: 12.9; SNCA viab count: 1.6%; SNCA expr inh: -8.7%

Results for CC1CCCCN1CCCNC(=O)Cn1ncc2c([nH]c3ccccc32)c1=O (configuration not stated) ?
IP6K1 inh: 17.3; SNCA viab count: 3.9%; SNCA expr inh: 6.9%

Results for O=C(NCCN1CCNC1=O)c1cnc2n1CCN(Cc1cccnc1)CC2 ?
NIH3T3 tox: inactive; HEK293 tox: inconclusive; IP6K1 inh: -8.4; GPT2 inh: 2.1%[88.5 µM]; Luciferase inh: 0.3%[172 µM]; SNCA viab count: 5.8%[87.6 µM]; SNCA expr inh: 24.0%[87.6 µM]

Results for Cc1ccc(F)c(OC2(C(=O)O)CCN(Cc3cccc(C)n3)CC2)c1 ?
NIH3T3 tox: -12.5%; HEK293 tox: 2.9%; IP6K1 inh: 23.3; GPT2 inh: -24.4%; Luciferase inh: 0.5%; SNCA viab count: -0.6%; SNCA expr inh: 1.0%

How did Cc1ccc(-c2cc(N3CCCN(C(=O)c4sccc4C)CC3)n[nH]2)cc1C do in these assays?
NIH3T3 tox: inconclusive; HEK293 tox: inconclusive; IP6K1 inh: -14.7; GPT2 inh: -21.4%; Luciferase inh: inconclusive; SNCA viab count: -9.0%; SNCA expr inh: 36.7%[activator]

How did CC(CCC1(O)OC2CC3C4CC=C5CC(O[C@@H]6O[C@H](CO)[C@@H](O[C@@H]7O[C@@H](C)[C@H](O)[C@@H](O)[C@H]7O)[C@H](O)[C@H]6O[C@@H]6O[C@@H](C)[C@H](O)[C@@H](O)[C@H]6O)CCC5(C)C4CCC3(C)C2C1C)CO[C@@H]1O[C@H](CO)[C@@H](O)[C@H](O)[C@H]1O (some centres not stated) do in these assays?
IP6K1 inh: 11.4; GPT2 inh: 4.8%[17.1 µM]; SNCA viab count: 6.7%[12.5 µM]

Results for N#Cc1ccc(NC(=O)Nc2ccccc2Br)c2n[nH]nc12 ?
GPT2 inh: inconclusive; SNCA viab count: -2.6%; SNCA expr inh: 38.7%[activator]

What do the screens show for `COc1ccc(C(=O)N2CCCOCCNC(=O)[C@@H]3CCCC[C@@H]32)c(OC)n1`?
NIH3T3 tox: -14.3%; HEK293 tox: inconclusive; IP6K1 inh: 3.2; GPT2 inh: inconclusive; Luciferase inh: -1.9%; SNCA viab count: 4.6%; SNCA expr inh: 7.4%

How did Cc1cnc(CC2CCN(C(=O)C3COc4ccccc4O3)CC2)n1Cc1ccc(F)cc1 (configuration not stated) do in these assays?
NIH3T3 tox: inconclusive; HEK293 tox: inconclusive; IP6K1 inh: 4.1; GPT2 inh: inactive; Luciferase inh: 4.1%; SNCA viab count: 10.2%; SNCA expr inh: -9.0%

How did CN(C)c1nc2c(c(=O)[nH]1)CCN(Cc1ccc(F)c(F)c1)CC2 do in these assays?
NIH3T3 tox: -24.7%; HEK293 tox: -8.4%; IP6K1 inh: 16.6; GPT2 inh: -4.5%; Luciferase inh: 0.0%; SNCA viab count: -4.2%; SNCA expr inh: 1.0%

What do the screens show for `O=C(CCC[C@H]1NC[C@@H]2CC1CN(Cc1ccccc1)C2)N1CCCCC1`?
NIH3T3 tox: -4.9%; HEK293 tox: -10.2%; IP6K1 inh: 3.7; GPT2 inh: inactive; Luciferase inh: -2.7%; SNCA viab count: 2.9%; SNCA expr inh: -18.2%

What do the screens show for `CCc1noc(-c2cn(C3CCN(C(=O)c4ccoc4)C3)nn2)n1` (configuration not stated)?
NIH3T3 tox: -15.1%; HEK293 tox: 5.4%; IP6K1 inh: 13.0; GPT2 inh: -1.8%; Luciferase inh: 0.0%; SNCA viab count: -0.7%; SNCA expr inh: -4.4%
